KDM5B inh: inhibitors of human KDM5B histone demethylase | Potency, µM (highest dose often 57.7 µM), without a hit: top-dose activity change, negative = inhibition, usual class: inhibitors | KDM5B demethylase, FDH-coupled NADH fluorescence (FDH is formaldehyde dehydrogenase) | actives 2.6% (n = 220,000) | Q9UGL1 | AID 1347165; active = well fitted inhibition curve with a large enough effect; inconclusive = small, poorly fitted or top-dose-only effect; inactive = no such curve, though single readings can be large or run the other way; also: 0% is about no effect; nearly all actives have a fitted effect of over 70% in size
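Measured: NADH fluorescence change, 30 min, RT. System: KDM5BΔAP 200 nM final, H3K4me3 peptide, α-KG, Fe(II), ascorbate, NAD⁺ plus FDH, pH 7.5 HEPES. Compounds: titrated, 10 min pre-incubation with enzyme.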
Numbers without * were called inactive; u = inconclusive; & = joins results of further samples; [ ] = dose if it differs, or a comment. Potency is read from the fitted curve at half-maximal effect. Not all compounds are listed; rates above refer to the full screens.

KDM5B inh,SMILES
11.7%,CCOc1ccc(S(=O)(=O)Nc2cc(C(=O)N(C)CC(=O)NC)ccc2N2CCNCC2)cc1
-20.5%,COc1cccc(CNC(=O)C(C)n2ccc3cc(S(=O)(=O)N4CCCCCC4)ccc32)c1 (stereo not drawn)
7.1%[115 µM],CCCNC(=O)N1CCOC[C@H](Oc2cccnc2)C1
1.7%,COc1ccccc1NC(=O)CCn1c(=O)oc2cc(Cl)ccc21
-8.8%,CCOc1ccc(CCNC(=O)Cn2cccc2-c2nc(-c3ccc(F)cc3)no2)cc1OCC
16.7%,Cc1ccc(C)c(S(=O)(=O)NCCc2coc(-c3ccccc3)n2)c1
-5.9%[86.2 µM],CC(C)CCN1CC2(COCC(=O)N(Cc3cccc(OC(F)(F)F)c3)C2)C1
u,CC1Cc2cc(S(=O)(=O)NCc3ccccc3)ccc2N1C(=O)C1CCC1 (stereo not drawn)

(listing goes on)
KDM5B inh,SMILES
6.6%,CCOc1ccc(-n2cnc3scc(-c4ccc(Br)cc4)c3c2=O)cc1
3.7%,COc1ccc(-c2noc(CC3CCN(C(=O)c4ccc(OC)nc4OC)CC3)n2)cc1
-3.1%,CC(=O)N1CCCN(Cc2ccc3c(c2)OCO3)c2ccccc21
10.3%,COCCN1C(=O)CCC2(C(=O)NCc3cn[nH]c3C)CCCC=C12 (stereo not drawn)
-20.1%,O=C(NCc1ccccc1)C1COC2(CCN(C(=O)c3ccco3)CC2)N1C(=O)c1ccco1 (stereo not drawn)
21.1%,Cc1nc(N2CCC(NC(=O)c3ccccc3F)CC2)cc(C(F)(F)F)n1
u,CC(=O)N1c2ccccc2C(=O)C1N1CCN(c2cccc(C)c2C)CC1 (stereo not drawn)
0.1%,CCn1cc(C(=O)NCCc2ccc(Cl)cc2)c(=O)c2cc(S(=O)(=O)N3CCOCC3)ccc21

Following part:
KDM5B inh,SMILES
u,Cc1ccccc1NC(=O)c1ccc2c(c1)c(C)c(C)n2Cc1ccccc1
10.6%,Cc1nonc1CN(C)C(=O)c1coc(COc2ccc(F)cc2Cl)n1
-15.6%,CC(=O)c1ccc(-n2nnnc2SCC(=O)NC2CCCCC2)cc1
u,Cn1c(=O)c2cc(C(=O)NC3CCCCCC3)sc2c2ccccc21
u,CCc1noc(-c2cn(C3CCN(C(=O)c4cc(C5CC5)[nH]n4)C3)nn2)n1 (stereo not drawn)
-9.1%,O=C(CSc1ncc(-c2ccccc2)[nH]1)Nc1ccc(F)cc1F
-12.7%,CC1(C)C(=O)N(Cc2ccccc2F)[C@H]2CN(Cc3ccc4[nH]ccc4c3)C[C@@H]2[S+]1(=O)[O-]
-13.0%,Cc1ccc(C)c(CNC(=O)CCc2conc2-c2ccc(F)cc2)c1

(listing goes on)
KDM5B inh,SMILES
-14.3%,Cc1ccc(CNC(=O)c2cccc(Nc3nc4ccccc4n4nnnc34)c2)cc1
u,Cc1ccc(Cl)cc1-n1c(=O)cc(N2CCN(c3ccccc3)CC2)[nH]c1=O
17.5%,COc1ccc(C(=O)N[C@@H]2CCC[C@@H]2C(=O)NCCCOC(C)C)cn1
22.9%,COc1ccccc1Nc1nc(NCCO)nc(N)c1[N+](=O)[O-]
-0.8%,CC1(C)C2CCC1(C)C(OC(=O)C[N+]1(CC(=O)OC3CC4CCC3(C)C4(C)C)CCCCC1)C2 (stereo not drawn)
6.0%,Cc1ccc(CNc2ncnc3onc(-c4cc(F)cc(F)c4)c23)cc1
-6.9%,COc1ccc(C2=NS(=O)(=O)N(C)C(C(=O)N3CCN(C)CC3)=C2)cc1
31.6µM*,COc1ccccc1-n1cc(-c2ccnc(N3CC(n4cccn4)C3)n2)cn1

Other structures
KDM5B inh,SMILES
u,COc1cccc(NC(=O)O[C@@H]2CO[C@H]3[C@@H]2OC[C@@H]3Nc2nccc(-c3ccc(-c4ccccc4)cc3)n2)c1
23.1%,Cn1c(N)c(C(=O)Nc2c(Cl)cccc2Cl)sc1=S
12.7%,Cc1cccc(-c2ocnc2C(=O)Nc2ccc(Cl)cc2)c1
29.6%,O=C(CN1CCN(C(=O)c2ccccc2)CC1)Nc1ccccc1
20µM*,COc1ccc(-c2cc3c(=O)n(CCNC(=O)c4ccccc4C)ccn3n2)cc1
0.6%,Nc1nnnn1Cc1nnc(SCc2ccccc2F)n1-c1ccccc1
-2.5%,CCOC(=O)CSc1nc2cc3c(cc2c(=O)n1CCCCCC(=O)NCc1ccc(OC)cc1)OCO3
6.8%,C=CCN(CC#CC(=C)C)CC1CC1

The listing continues:
KDM5B inh,SMILES
-42.4%,CCCCCCCCCCS(=O)(=O)CCSC(=N)N
-19.2%,O=C(NCc1ccccn1)c1ccc2c(c1)N(C(=O)c1ccc(F)cc1)CC2
-16.8%,Cn1cnnc1-c1nn(C)c2c1CN(C(=O)c1n[nH]c(=O)c3ccccc13)CC2
u,CCOC(=O)c1c(C)[nH]c(C)c1S(=O)(=O)N1CCN(c2ccccc2OC)CC1
-4.5%,Cc1cccc(-c2nc(CSc3nc4ccncc4[nH]3)c(C)o2)c1
u,COC[C@@H](N)C(=O)N1C[C@@H]2C[C@H]1C(=O)N2c1cc(-c2ccccc2)ccc1OC
-11.5%,CCn1ncc(C(=O)N2CCCn3ccnc3C2c2cnn(C)c2)c1C (stereo not drawn)
-16.2%,CC1C(=O)Nc2ccccc2N1C(=O)c1ccc(F)cc1F (stereo not drawn)

New compounds follow
KDM5B inh,SMILES
20.2%,Cc1cccc(CC2(NC(=O)C3CC(=O)N(C4CCCC4)C3)CC2)c1 (stereo not drawn)
u,COc1ccc(-c2cc(C(F)(F)F)nc(NCc3ccccc3)n2)cc1
-9.2%,O=C(CCc1ncc(-c2ccc(F)cc2F)o1)Nc1ccc(S(=O)(=O)N2CCCC2)cc1
8.4%,Cc1noc(C)c1S(=O)(=O)NCCc1ccc(-n2cccn2)cc1
u,CNC(=O)[C@@H](C1CCCCC1)N1CCC[C@H]1C(=O)N1CCN(C)CC1
8.8%,Cc1ccccc1NC(=O)c1ccc(C)c(S(=O)(=O)NCc2cccnc2)c1
12.4%,C[C@@H]1NC(=O)/C(=C\c2ccccc2Cl)NC1=O
21.2%,CC(=O)N1CCc2c(sc3c2c(=O)n(Cc2ccccc2)c(=O)n3Cc2ccccc2C)C1

Additional structures.
KDM5B inh,SMILES
7.5%&9.7%,CCCC(=O)N1CCN(c2nc3c(OC)ccc(C)c3s2)CC1
8.1%,CC(=O)c1c[nH]c2ccccc12
2.9%,CCOc1ccccc1C1CC(=O)N(Cc2ccccc2)c2c1c(C)nn2-c1nc(C)cc(C)n1 (stereo not drawn)
9.0%,Cc1cccc(C)c1OCC(=O)Nc1ccc(C(=O)Nc2ccccc2C(=O)O)cc1
-13.1%,Cc1cc(C)cc(NC(=O)Nc2ccc3nc(N4CCOCC4)cc(C)c3c2)c1
28.2µM*,O=C(NCCN1CCCCC1)c1ccc(-c2ccc(N3CCSCC3)nc2)cc1
-3.4%,O=C(Nc1cccc(Cl)c1)N1CCC(Oc2ncccc2C(=O)N2CCOCC2)C1 (stereo not drawn)
4.0%,CN1C(=O)CS(=O)(=O)C12CCN(C(=O)c1ccnn1C)CC2

Quoted at random: 2 entries already listed, in no set order.
KDM5B inh,SMILES
7.5%&9.7%,CCCC(=O)N1CCN(c2nc3c(OC)ccc(C)c3s2)CC1
9.0%,Cc1cccc(C)c1OCC(=O)Nc1ccc(C(=O)Nc2ccccc2C(=O)O)cc1

(more compounds)
KDM5B inh,SMILES
-12.3%[149 µM],COc1ccccc1-c1cc(C(=O)N2CCCC2)c2cnn(C)c2n1
-27.8%,CCN(Cc1ccccc1)Cc1c(O)ccc2c(=O)c(-c3ccc(Cl)cc3)c(C(F)(F)F)oc12
29.5%,CCCCCC/C(CCCCCCC/C(CCCCCC)=N/NC(N)=O)=N/NC(N)=O
-5.3%,O=C(NCCSc1ccccc1)C1CC2CCC(C1)C21SCCS1 (stereo not drawn)
-16.6%,COc1ccc(N2CCN(CCCNC(=O)Nc3ccccc3Cl)CC2)cc1
9.4%,O=C(Nc1cccc(Cl)c1)C1CN(c2cccc(Cl)c2)C(=O)N1 (stereo not drawn)
18.8%,CN(Cc1ccccc1)/C(=N/O)c1cccc(Cl)c1
15.0%,CCOc1ccccc1CNC(=O)c1cccc(NC(=O)c2nnc(C)s2)c1

(continued)
KDM5B inh,SMILES
u,CCOC(=O)C1CCN(C(=O)CCN(CC)C(=O)c2cc(C)oc2C)CC1
6.6%,Cc1cccc(N2CCN(S(=O)(=O)c3ccc4oc(=O)c5ncn(C)c5c4c3)CC2)c1C
3.0%,O=C1NCCCCCCN(C(=O)c2cccs2)[C@H]2C[C@H](c3nc(-c4cccnc4)no3)C[C@@H]12
-6.2%,COc1cc(C(=O)/C=C/c2ccc(Cl)cc2)ccc1OCC(=O)O
u,COc1ccc(Nc2c(-c3ccco3)nc3cccc(C)n23)cc1
11.3%,CCOc1ccc(N(CC)C(=O)CCc2nc(-c3ccccc3F)no2)cc1
4.3%,COCCN1C(=O)c2oc3ccc(C)cc3c(=O)c2C1c1ccc(C(=O)OC)cc1 (stereo not drawn)
1.8%,CC(C)c1nnc2ccc(N3CCC(C(=O)O)CC3)nn12

The list continues.
KDM5B inh,SMILES
-13.0%,Cc1c(-c2ccn[nH]2)cnn1C
-2.2%,NC(=O)[C@H]1CCCN1Cc1cnc(N2CCCCC2)nc1
91.8%[activator],CCCCn1c(-c2ccc(OC)cc2)nc2c(=O)n(C)c(=O)[nH]c21
u,O=C(NC1CCCN(C2CCCCCC2)C1)c1ccccc1N1CCOCC1 (stereo not drawn)
-0.3%,COC(=O)c1cnn(-c2ccc(C(=O)Nc3cccc(C(C)=O)c3)cc2)c1N
23.1%,CCNC(=O)N1CCC(Cc2ncc(C)n2C2CC2)C1 (stereo not drawn)
u,COCCN1CC(CO)C2(CCN(Cc3ccc(F)c(F)c3)CC2)C1 (stereo not drawn)
6.7%,CC(C)NC(=S)NN=C1CCC(C(C)(C)C)CC1 (stereo not drawn)

Continued:
KDM5B inh,SMILES
u,COc1ccc(-c2cc(N3CCCN(C(=O)Cc4ccccc4Br)CC3)n[nH]2)cc1
-22.8%,COc1ccc(C(=O)CC2(O)C(=O)N(CCc3ccccc3)c3ccc(Br)cc32)cc1OC (stereo not drawn)
u,CCN1CCN(c2oc(-c3ccc(F)cc3)nc2C#N)CC1
-16.5%,O=C1NCCCCCCN(C(=O)c2ccccn2)[C@H]2CCC[C@@H]12
14.0%,CCN1C(=O)C(CC(=O)Nc2ccc(Cl)cc2)N(NC(=O)c2ccncc2)C1=S (stereo not drawn)
u,CC(=C/c1ccccc1)/C=C1/Cc2ccccc2C1=O
u,CCOc1ccc(NC(=O)CSC2=Nc3ccccc3C3=NC(CC(=O)NCc4ccc5c(c4)OCO5)C(=O)N23)cc1 (stereo not drawn)
1.2%,Cn1cnc(S(=O)(=O)N[C@H]2CCN(C(=O)CSCC(=O)O)[C@H](C(=O)N[C@H](Cc3ccccc3)C(N)=O)C2)c1

Further results.
KDM5B inh,SMILES
4.9%,CC(C)c1ccc(C(=O)N2CCC3(CC2)OC(=O)N(CC2CC2)C3(C)c2cccnc2)cc1 (stereo not drawn)
-7.0%[86.2 µM],Cc1ccc(C(=O)N2CCC3(CC2)CC(c2cccnc2)=NO3)cc1
3.9%,CCOc1ccc(C(=O)Nc2cc(C)ccn2)c(OCC)c1
-8.3%,C=CCNC(=O)CN1CN(c2ccccc2)C2(CCN(C(=O)NCc3ccccc3)CC2)C1=O
35.5µM*,COc1cccc(CN2CCNc3cnc(-c4ccccc4)cc3C2)c1
31.0%,Cc1cnc(C(=O)N2CCC3(CC2)CC(OCC2CC2)CCO3)cn1 (stereo not drawn)
20.7%,CCCCCc1ccc(-c2ccc(OC(F)F)cc2)nc1
0.2%,CCOC(=O)c1cccc(NC(=O)Cn2ncc3c(=O)oc4ccccc4c32)c1

The list goes on; it opens with the seven that closed the last part.
KDM5B inh,SMILES
-7.0%[86.2 µM],Cc1ccc(C(=O)N2CCC3(CC2)CC(c2cccnc2)=NO3)cc1
3.9%,CCOc1ccc(C(=O)Nc2cc(C)ccn2)c(OCC)c1
-8.3%,C=CCNC(=O)CN1CN(c2ccccc2)C2(CCN(C(=O)NCc3ccccc3)CC2)C1=O
35.5µM*,COc1cccc(CN2CCNc3cnc(-c4ccccc4)cc3C2)c1
31.0%,Cc1cnc(C(=O)N2CCC3(CC2)CC(OCC2CC2)CCO3)cn1 (stereo not drawn)
20.7%,CCCCCc1ccc(-c2ccc(OC(F)F)cc2)nc1
0.2%,CCOC(=O)c1cccc(NC(=O)Cn2ncc3c(=O)oc4ccccc4c32)c1
u,Cc1cccc(CNC(=O)Cn2ccc3cc(S(=O)(=O)N4CCCCCC4)ccc32)c1
u,Cc1ccc(-n2c3nc(=O)[nH]c(=O)c-3cc3ccc(Cl)cc32)c(C)c1
-5.4%,COc1ccc(CNc2nc3ccccc3nc2NS(=O)(=O)c2cccc3nsnc23)cc1
u,CCOc1ccc(C(=O)Nc2cccc(NC(=O)c3ccc(C(C)(C)C)cc3)c2)cc1Br
u,COC[C@H]1CCCN1C(=O)C[C@@H]1O[C@H](CNC(=O)Nc2ccccc2)[C@@H](O)[C@H]1O
17.9%,Cc1cccc(Cn2c(N3CCN(C(=O)c4ccco4)CC3)nc3c2c(=O)n(C)c(=O)n3C)c1
28.9%[86.2 µM],Cc1cc(C(=O)Nc2ccc([C@H]3OCC(=O)N(CC(C)C)[C@@H]3CO)cc2)n(C)n1
u,CCCCCCc1cnc(-c2ccc(OC(F)(F)F)cc2)nc1

Next structures follow.
KDM5B inh,SMILES
-4.7%,COCc1cccc(C(=O)N2CC[C@@](C)(O)[C@@H](O)C2)n1
-0.6%,CC(C)NC(=O)N[C@H]1C[C@@H](Cc2cc(CN3CCN(c4ccccc4)CC3)on2)C1(C)C
-1.1%,CCOC(=O)c1c(C)n(CC)c2ccc(OC(=O)c3ccccc3)cc12
-23.6%,COc1ccc(NC(=O)N2CCCC(Cn3cnc4cccnc43)C2)cc1OC (stereo not drawn)
